# NCI-60 one-dose screen, 48 h, at 10 µM unless noted. Numbers give growth in % (100 = growth as untreated, 0 = no growth, -100 = all killed).
# SK-MEL-5 = SK-MEL-5 melanoma. AID 1794755. hit rate 6.4% among 80,000
# SK-MEL-28 = SK-MEL-28 melanoma; hit rate 4.1% among 81,000; AID 1794761
# A549/ATCC = A549/ATCC NSCLC; hit rate 3.7% among 81,000; AID 1794740
# UACC-62 = UACC-62 melanoma; hit rate 5.4% among 81,000
# EKVX = EKVX NSCLC | hit rate 3% among 71,000
# HOP-92 = HOP-92 NSCLC cells; hit rate 6.3% among 71,000; AID 1794738
# M14 = M14 melanoma; hit rate 6.2% among 80,000
# UACC-257 = UACC-257 melanoma. hit rate 4.4% among 78,000
# * = called active by the depositor; . = no result given; & = joins results of further samples; [ ] = dose if it differs, or a comment. Rule for the calls: active = growth percent below 10; inactive = the rest.
SMILES,SK-MEL-5,SK-MEL-28,A549/ATCC,UACC-62,EKVX,HOP-92,M14,UACC-257
CC1(C)C2CCC(O)(C(=O)O)C1C2 (stereo not drawn),107,102,111,91,103,117,105,124
CCCCNc1nc(NN2C(=O)c3cccc4cccc(c34)C2=O)nc(-n2cnc3ccccc32)n1,76,94,89,88,72,60,103,99
COC(=O)[C@@H](Cc1ccc(O)cc1)n1cc(COC(=O)c2cccc3c(=O)c4ccccc4n(Cc4cn([C@H](Cc5ccc(O)cc5)C(=O)OC)nn4)c23)nn1,96,101,104,92,72,84,99,114
N=C(N)n1ncc2c1CCC/C2=N/N=C(N)N,111,107,90,101,99,94,103,100
O=C(CCN1C(=O)/C(=C/c2ccccc2)SC1=S)NCCCN1CCOCC1,94,101,98,90,89,89,101,95
Cn1c(=O)c2c(nc(Sc3nc(N)cc(=O)[nH]3)n2Cc2ccc(F)cc2)n(C)c1=O,99,104,92,95,96,71,99,96
CC(C)COC(=O)c1ccc(NC(=O)CNCCCN(C)C)cc1,90,100,92,97,87,53,91,97
CCCCCCOC(=O)C1=C(C)NC(=O)NC1c1ccccc1F (stereo not drawn),92,102,90,92,.,114,97,103
COc1cccc(Nc2ncc3c(n2)CCc2cnc(Nc4cccc(OC)c4)nc2-3)c1,96,100,86,64,73,65,87,97
COc1ccc2c(c1)oc1c(C)c3c(c(C)c12)C(=O)N(Cc1ccccc1)C3=O,99,110,80,88,107,98,100,86
CC(=O)c1ccc(NC(=O)CSc2nc3ccccc3c(=O)n2-c2ccccc2)cc1,95,106,92,88,96,71,95,97
CCN(c1ccccc1)S(=O)(=O)c1cc(N)ccc1C,94,107,90,95,87,.,101,99
Oc1c(CN2CCC(N3CCOCC3)CC2)cc(Cc2cc(CN3CCC(N4CCOCC4)CC3)c(O)c3ncccc23)c2cccnc12,8.3*,45,19,-6.3*,25,42,11,64
CCCN1CCN(C(=S)SCc2cc(=O)oc3ccc(C)cc23)CC1,95,100,97,80,89,114,100,99
ClC(Cl)=C1NC(c2ccccc2)=NCc2nccn21,102,102,100,94,95,97,100,95
CCN(CC)c1ccc2c(c1)Oc1nc(N)c(C#N)c(N)c1C2Sc1ccc(SC)cc1 (stereo not drawn),.,-9.2*,-2.4*,-14*,-4.0*,-12*,-42*,56
Cc1c(-[n+]2noc(=O)[nH]2)no[n+]1[O-],.,102,100,94,102,105,91,106
CCN(CC)CCOc1ccc(NC(C)=O)cc1,103,100,95,104,94,.,96,100
O=C1C2CCCN2C(=O)c2ccccc2N1Cc1cn(-c2ccc(F)cc2F)nn1 (stereo not drawn),105,108,104,96,107,106,105,105
O=C1/C=C/[C@@H](O)[C@@H]2C[C@@H](O)C[C@H]2/C=C/CCC[C@H](CCc2ccccc2)O1,-93*,-2.3*,17,24,8.4*,-16*,7.2*,25
CCN(CCCCCCCCCCN1CC(=O)N(CCCCCCCCCCN(CC)Cc2ccccc2OC)CC1=O)Cc1ccccc1OC,-100*,.,-49*,-81*,-0.3*,.,-90*,-87*
N#CC1=C(N)Oc2cc3ccccc3cc2C1c1ccccc1 (stereo not drawn),101,112,103,98,96,100,94,109
N#CCN1CCCCC1,99,120,90,103,103,91,105,.
CC[C@@](C)(Nc1ccnc(-c2c[nH]c3ncccc23)n1)C(=O)NCC(F)(F)F,108,101,74,105,100,58,99,80
COc1ccc(-c2cc3ncnc(Sc4nnc(-c5ccccc5)o4)c3s2)cc1,95,101,87,88,95,85,86,74
COc1cc(OC)c2c(c1)O[C@@]1(OCCCc3ccccc3)[C@H](c3ccccc3)C[C@@H](O)[C@@]21O,97,111,89,73,96,124,109,102
Cn1c(N2CCCCC2)nc(-c2ccc([N+](=O)[O-])cc2)c(C#N)c1=O,105,100,121,90,116,78,109,113
CCCCCCn1c(-c2ccc(C(=O)O/N=C(\N)c3ccc4ccccc4c3)cc2)nc(-c2ccccc2)c1-c1ccccc1,68,73,-34*,61,18,16,73,82
O=S(=O)(O)CCc1ccncc1,.,116,104,112,116,84,138,110
CN1CCN(c2ccc3nc(-c4ccc(OCCCCN5CCN(CCCCN6C(=O)c7cccc8cccc(c78)C6=O)CC5)cc4)[nH]c3c2)CC1,69,25,57,95,79,-54*,95,60
COC(=O)/C(CCC=C(C)C)=C1\[C@@H](OC(C)=O)C[C@@]2(C)[C@H]1C[C@@H](O)[C@H]1[C@@]3(C)CC[C@H](NCc4ccccc4)[C@@H](C)[C@@H]3CC[C@@]12C,59,75,59,69,63,49,50,75
COc1cc(CNC(=O)CCCC/C=C/C(C)C)ccc1OCc1nnc(Nc2ccc(F)cc2)o1,96,90,98,74,93,87,90,100
Cc1ccc(/C=C/C(=O)c2ccc(N)cc2)c(C)c1,96,105,99,87,109,88,51,108
COc1ccc(/C=N/Nc2ncnc3sc4c(c23)CCN(Cc2ccccc2)C4)cc1,55,82,67,78,70,62,62,82
NCCC(=O)N(Cc1ccccc1)C(N)=O,104,117,82,100,105,105,103,75
COc1ccc(NC(=O)CSc2nc(-c3ccc(OC)c(OC)c3)cc(-c3cc(OC)c(OC)c(OC)c3)n2)cc1,89,108,96,92,108,77,102,111
N#Cc1ccc(-c2nn(-c3ccc(C(=O)O)cc3)cc2CNc2cc(Cl)cc(C(F)(F)F)c2)cc1,-64*,12,30,-49*,23,-27*,11,15
CC(=O)OC[C@]12CC[C@@H](C(=O)CBr)[C@@H]1[C@H]1CC[C@@H]3[C@@]4(C)CCCNC(C)(C)[C@@H]4CC[C@@]3(C)[C@]1(C)CC2,-92*[100 µM],-87*[100 µM],-70*[100 µM],-91*[100 µM],-81*[100 µM],-77*[100 µM],-48*[100 µM],-77*[100 µM]
O=C(NN1C(=O)CCC1=O)c1ccc(NC(=O)c2ccccn2)cc1,94,104,105,92,94,90,105,107
COc1cc(-c2ccc(-c3ccc(C(=N)N)s3)s2)cc(OC)c1OC,23,7.0*,33,81,74,34,-53*,76
O=C1OC(c2ccc(Cl)c(Cl)c2)C(=O)C1=O (stereo not drawn),100,120,115,91,90,122,112,116
Cn1cnc2c(NCCO)ncnc21,101,111,92,101,100,83,103,97
CCCCCC(=O)OCCCc1ccccc1,108,103,103,100,106,.,106,102
CN1C[C@@H](c2ccc(Cl)cc2)[C@]2(NC(=S)N(c3ccc(F)c(Cl)c3)C2=O)[C@@]12C(=O)NC1C=CC(Cl)=C[C@H]12 (stereo partly drawn),45,73,53,56,51,-7.7*,-31*,65
COc1ccc(/C=C/C(=O)/C=C/c2cc3ccccc3[nH]c2=O)cc1,87,80,51,54,.,90,73,75
O=C(CCC(=O)Oc1ccccc1)Oc1ccccc1,106,109,103,106,111,98,109,105
COC(=O)[C@@H]1CCCN1C(=O)C1=C(C)NC(=S)NC1c1cc(OC)c2c(c1)OCO2 (stereo partly drawn),95,121,99,88,104,78,100,99
Cc1ccc(S(=O)(=O)/N=c2/n(-c3ccccc3)nc3n2CCN3C2=NCCN2)cc1,101,106,97,108,95,103,105,103
O=C(N/N=C/[C@H]1[C@H](CO)[C@@H](O)C[C@H]1O)c1ccncc1,100,115,72,95,106,105,98,63
CCN(CC)CNC(=O)NC(C)=O,104,101,78,96,101,98,100,83
CSC1=NC=C(C#N)C2=NC(c3ccc(Cl)cc3)NN12 (stereo not drawn),93,101,107,92,.,.,97,.
Clc1nc(N2CCC[N+]3(CC2)CC[N+]2(CCCNCC2)CC3)nc(N2CCC[N+]3(CC2)CC[N+]2(CCCNCC2)CC3)n1 (stereo not drawn),102,92,86,97,108,131,103,81
O=C(Nc1ccc2c(c1)C(=O)c1ccccc1-2)c1ccccc1,98,105,100,90,97,82,88,111
O=C(/C(=C\c1ccccc1)c1ccccc1)c1ccccc1,88&96,102&107,87&98,59&93,62,70&91,92&100,87
N#CCCCCCn1c2ccccc2c2c3[nH]c(=O)n(N)c(=O)c3c3c4ccccc4n(CCCCCC#N)c3c21,84,.,91,.,89,64,89,.
O=C1C(=O)C(Cl)=C(Cl)C(Cl)=C1Cl,108,110,103,105,97,105,99,104
Cc1sc2nc(NCCCN)[nH]c(=O)c2c1C,96,98,87,90,72,80,98,90
CN1CCN(CCCCCC(=O)Nc2nc(-c3cccc(NS(=O)(=O)c4cccc5c(N(C)C)cccc45)c3)cs2)CC1,71,-61*,71,83,75,32,-29*,43
COC(=O)[C@@H]1CC[C@@H](C)c2ccc(C)nc2C1,96,113,95,96,88,91,106,98
O=C(Nc1nc(C(=O)N2CCN(C(c3ccccc3)c3ccccc3)CC2)cs1)c1ccc(NC2CCCCC2)c([N+](=O)[O-])c1,61,100,93,67,78,64,78,89

# (continued)
SMILES,SK-MEL-5,SK-MEL-28,A549/ATCC,UACC-62,EKVX,HOP-92,M14,UACC-257
CNC(=O)c1cc(Oc2ccc3nc(NC(=O)c4cc(C(F)(F)F)cc(C(F)(F)F)c4)sc3c2)ccn1,-40*,26,18,2.3*,23,-32*,22,0.5*
Nc1cccc2c1C(=O)OC2=O,106,101,70,91,107,103,104,82
CCOc1ccc2nc(N3CN(c4cc(OC)c(OC)c(OC)c4)c4ncccc4C3=O)sc2c1,93,104,80,97,95,72,104,110
COc1ccc(NC(=O)Cn2c(/C=C/c3ccc([N+](=O)[O-])cc3)nc3ccccc3c2=O)cc1,53,81,76,73,74,-12*,69,86
OC(c1cccc(-n2ccc(C(F)(F)F)n2)c1)c1cnccc1NC1CCCCCC1 (stereo not drawn),34,-65*,50,32,73,-5.1*,-75*,-18*
CC(NCCNC(C)c1ccccc1)c1ccccc1 (stereo not drawn),110,115,99,92,84,78,93,91
CC(=O)Nc1cccc(Cl)c1C,102,107,88,.,101,.,108,85
Cc1cccc(C)c1NC(=O)Nc1ccccc1,101,108,87,72,121,128,109,98
CN(C)c1ccc(/C=C(\C#N)C(=O)c2ccccc2)cc1,100,101,106,92,120,82,95,116
COc1ccc(C2=NC(=O)NC2c2ccc(OC)cc2)cc1 (stereo not drawn),63,73,83,47,76,26,.,105
Cc1cccc(NC(=O)C(C)C)c1,110,97,100,104,96,101,99,101
O=C(Nc1ccc(C2=NCCN2)cc1)c1ccc(Cl)c(C(=O)Nc2ccc(C3=NCCN3)cc2)c1,93,114,89,101,107,86,93,93

# An excerpt taken from the entries so far, as a working copy:
SMILES,SK-MEL-5,SK-MEL-28,A549/ATCC,UACC-62,EKVX,HOP-92,M14,UACC-257
CNC(=O)c1cc(Oc2ccc3nc(NC(=O)c4cc(C(F)(F)F)cc(C(F)(F)F)c4)sc3c2)ccn1,-40*,26,18,2.3*,23,-32*,22,0.5*
Nc1cccc2c1C(=O)OC2=O,106,101,70,91,107,103,104,82
CCOc1ccc2nc(N3CN(c4cc(OC)c(OC)c(OC)c4)c4ncccc4C3=O)sc2c1,93,104,80,97,95,72,104,110
COc1ccc(NC(=O)Cn2c(/C=C/c3ccc([N+](=O)[O-])cc3)nc3ccccc3c2=O)cc1,53,81,76,73,74,-12*,69,86
OC(c1cccc(-n2ccc(C(F)(F)F)n2)c1)c1cnccc1NC1CCCCCC1 (stereo not drawn),34,-65*,50,32,73,-5.1*,-75*,-18*
CC(NCCNC(C)c1ccccc1)c1ccccc1 (stereo not drawn),110,115,99,92,84,78,93,91
CC(=O)Nc1cccc(Cl)c1C,102,107,88,.,101,.,108,85
Cc1cccc(C)c1NC(=O)Nc1ccccc1,101,108,87,72,121,128,109,98
CN(C)c1ccc(/C=C(\C#N)C(=O)c2ccccc2)cc1,100,101,106,92,120,82,95,116
COc1ccc(C2=NC(=O)NC2c2ccc(OC)cc2)cc1 (stereo not drawn),63,73,83,47,76,26,.,105
Cc1cccc(NC(=O)C(C)C)c1,110,97,100,104,96,101,99,101
O=C(Nc1ccc(C2=NCCN2)cc1)c1ccc(Cl)c(C(=O)Nc2ccc(C3=NCCN3)cc2)c1,93,114,89,101,107,86,93,93

# (more compounds)
SMILES,SK-MEL-5,SK-MEL-28,A549/ATCC,UACC-62,EKVX,HOP-92,M14,UACC-257
OCc1c(Cl)nc2sccn12,77,101,93,112,93,98,104,.
O=c1c2ccccc2nc2n1Cc1nc3ccccc3c(=O)n1C2,107&95,101&98,100&102,99&96,104&91,114&95,94&89,112&98
O=C(Cn1nc(-c2ccccc2)ccc1=O)N/N=C1\SCC(=O)N1C1CCCCC1,96,104,101,72,103,.,101,103
COc1cc(C(=O)Nc2ccc(Cn3nnc4c(F)cccc43)cc2)cc(OC)c1OC,80,97,89,81,86,92,104,95
Nc1ccccc1Cn1c(=O)[nH]c2cnc(Nc3ccc(OCCN4CCOCC4)cc3)nc21,99,111,103,94,104,89,103,114
CC(C)NC(N)=O,.,105,100,111,.,109,110,101
NS(=O)(=O)c1ccc(CCNC(=O)CSc2nc(-c3ccccc3)cc(=O)[nH]2)cc1,100,96,108,102,106,113,104,108
CCCC=Nc1ccccc1,98,118,59,90,99,101,104,.
CC(=O)N(c1ccccc1)c1ccccc1[N+](=O)[O-],98,113,104,91,.,91,110,106
CCOC(=O)c1cnc2sc(-c3ccccc3)nc2c1Cl,82,97,112,93,76,104,92,108
CCOC(=O)c1c(C)nc2c(c1N)C(=O)C(=O)N2Cc1ccc(C(F)(F)F)cc1,67,75,84,43,79,50,53,74
CC(C)c1nn[nH]n1,99,105,111,103,106,.,107,112
Cc1c(F)c(C)c(F)c(C)c1F,.,98,108,100,93,80,108,102
O=C(Cc1c[nH]c2ccccc12)N=Nc1c(O)n(Cc2ccc(F)cc2)c2ccccc12,.,110,87,78,82,82,93,104
CCSc1nnc(-c2cc3ccccc3oc2=O)o1,94,101,107,95,95,67,92,113

# Screening results: PubChem, NCI
